CHO parental Ca = counter-screen for OX1R antagonists: effect in parental CHO cells; 330,000 compounds, 0.63% hits; inhibition, % at 5.6 µM; parental CHO-K1, ATP-induced calcium, Fluo-8 fluorescence;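 active = inhibition above that plate's mean sample inhibition plus 3 SD, cut at about 26% in these data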;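 also: 0% = ATP-challenged DMSO wells and 100% = DMSO wells without ATP; some compounds past the cut are filed as inactive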
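material = parental CHO cells | also added = ATP as calcium-mobilizing challenge | dosing = single point at 5.6 µM | detection = intracellular calcium via Fluo-8 no-wash fluorescent dye | read-out = % inhibition | benchmarks = low control ATP plus DMSO, high control DMSO only | repeats = one well per compound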
M1 ag parental = counter-screen for M1 agonists: effect in parental CHO-K1 cells. Fluo-8 calcium fluorescence; scaled to maximal ATP response, vehicle zero. activation, % at 3 µM. 360,000 compounds, 0.48% hits; in the data active = activation above about 15%;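 also: untransfected CHO-K1 host cells lacking M1 receptor as counterscreen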
M1 PAM = potentiates human M1 receptor response to acetylcholine; CHO-K1 hM1, Fluo-8 calcium fluorescence, ACh EC20; 0% = ACh EC20, 100% = maximal ACh; activation, % at 3 µM; 360,000 compounds, 0.088% hits; AID 588819; in the data active = activation above about 19%, passing the limit was not always enough
Target sequence (P11229 whole entry, looked up): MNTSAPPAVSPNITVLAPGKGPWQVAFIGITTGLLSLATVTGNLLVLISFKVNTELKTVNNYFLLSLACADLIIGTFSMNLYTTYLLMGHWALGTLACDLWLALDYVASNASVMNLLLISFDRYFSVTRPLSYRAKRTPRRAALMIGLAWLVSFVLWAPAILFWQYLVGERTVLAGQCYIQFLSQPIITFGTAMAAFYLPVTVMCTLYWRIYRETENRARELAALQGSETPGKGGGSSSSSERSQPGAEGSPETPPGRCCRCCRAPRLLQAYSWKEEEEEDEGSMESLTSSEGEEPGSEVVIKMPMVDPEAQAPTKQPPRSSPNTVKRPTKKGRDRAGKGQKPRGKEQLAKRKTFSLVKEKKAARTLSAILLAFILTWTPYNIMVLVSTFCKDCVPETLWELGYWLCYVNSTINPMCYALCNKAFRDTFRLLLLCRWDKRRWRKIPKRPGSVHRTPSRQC
CHRM1 agonist = activates human CHRM1 receptor | activation, % at 3 µM | P11229 | 360,000 compounds, 0.33% hits | CHO-K1 hM1, Fluo-8 calcium fluorescence, agonist mode; 0% DMSO, 100% acetylcholine EC100 | AID 588814;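 active = activation above the run's mean compound activation plus 3 SD, cut at about 16% in these data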;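 also: peak over basal fluorescence ratio within a 140 s kinetic read after compound addition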
TAAR1 agonist = agonists of human TAAR1 | AID 624467 | 360,000 compounds, 0.99% hits | activation, % at 3 µM | CHO RD-HGA16 TAAR1, Fluo-8 calcium fluorescence; vehicle wells 0%, saturating PEA agonist 100%;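 active = activation above the mean activation of all test compounds in the run plus 3 SD, cut at about 38% in these data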
Target sequence (Q96RJ0 whole entry, looked up): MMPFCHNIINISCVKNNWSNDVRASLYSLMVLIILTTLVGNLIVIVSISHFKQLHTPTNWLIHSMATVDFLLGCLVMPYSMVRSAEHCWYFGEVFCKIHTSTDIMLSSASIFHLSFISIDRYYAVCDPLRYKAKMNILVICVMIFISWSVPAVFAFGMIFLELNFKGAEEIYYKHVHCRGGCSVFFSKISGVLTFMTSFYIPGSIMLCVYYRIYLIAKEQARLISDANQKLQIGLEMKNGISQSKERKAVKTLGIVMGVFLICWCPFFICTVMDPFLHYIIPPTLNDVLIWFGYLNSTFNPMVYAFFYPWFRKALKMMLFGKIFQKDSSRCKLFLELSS
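Test system: RD-HGA16 (CHO) cells co-expressing Gα16 and hTAAR1; dosing: one-point dosing at 3 µM (nominal); timing: 17-24 h seeding, 75 min 37 °C dye, 30 min RT; signal: kinetic Fluo-8 calcium fluorescence; read-out basis: % activation relative to PEA EC100 response; controls: DMSO and PEA EC100; replicates: n 1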
CHO-K1 Ca PAM = nonselective activator or artifact in parental CHO-K1 calcium assay; ATP EC20, Fluo-8 calcium fluorescence; 0% at ATP EC20, 100% at ATP max; activation, % at 3 µM; 360,000 compounds, 0.02% hits; AID 602247;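 active = activation above the run cutoff, the mean activation of all test compounds plus 3 SD, cut at about 40% in these data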;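 also: peak over basal fluorescence ratio in a 140 s read after ATP addition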
TAAR1 antag = human TAAR1 antagonism | inhibition, % at 3 µM | Q96RJ0 | 360,000 compounds, 1.5% hits | CHO RD-HGA16 TAAR1, Fluo-8 calcium fluorescence, antagonist;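 active = inhibition above a per-plate cutoff, the mean inhibition of test compounds on that plate plus 3 SD, cut at about 49% in these data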;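 also: 0% = DMSO plus EC80 beta-PEA response and 100% = DMSO alone without agonist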
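Test system: hTAAR1-expressing CHO RD-HGA16 cells, Gα16-coupled; Probe or stimulus: EC80 β-phenethylamine stimulus; Compound dosing: single nominal final test compound concentration of 3 µM; Timing: 140 s kinetic read after compound, 140 s after agonist; Signal: Fluo-8 calcium-sensitive fluorescence; Measure: % inhibition of agonist calcium response; Controls: DMSO and EC80 PEA controls.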
CHO-K1 Ca antag = nonselective inhibitor or artifact in parental CHO-K1 cells; ATP-induced calcium, Fluo-8 fluorescence; inhibition, % at 3 µM; 360,000 compounds, 0.6% hits;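 active = inhibition above a per-plate cutoff, the plate's mean sample inhibition plus 3 SD, cut at about 24% in these data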;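 also: 0% = DMSO plus EC80 ATP and 100% = DMSO alone without ATP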
M1 antag = blocks human M1 muscarinic receptor | inhibition, % at 3 µM | P11229 | CHO-K1 hM1, Fluo-8 calcium fluorescence, ACh EC80 antagonist | 360,000 compounds, 1.3% hits;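 active = percent inhibition above its own plate's cutoff, namely the mean of that plate's compound wells plus 3 SD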;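 also: peak over basal fluorescence ratio during 140 s after agonist addition; 0% = ACh EC80 plus DMSO and 100% = DMSO alone without agonist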
Active calls of the source: *; · = no result given.

SMILES	CHO parental Ca	M1 ag parental	M1 PAM	CHRM1 agonist	TAAR1 agonist	CHO-K1 Ca PAM	TAAR1 antag	CHO-K1 Ca antag	M1 antag
CC(C)OP(=O)(OC(C)C)C(Nc1ccccc1)c1ccc2c(c1)OCO2 (stereo not given)	-14	3.8	4	-4	8	23	21	-10	8
O=C(CSc1nc2ccccc2c(=O)[nH]1)Nc1ccc(C(=O)O)cc1	-3	0.4	16	-4	1	14	-20	-4	-9
COc1ccc(C2c3c(ncn(CCCO)c3=N)Oc3ccc4ccccc4c32)cc1 (stereo not given)	-26	4.2	7	-3	4	4	-4	-7	-5
COc1ccc(S(=O)(=O)NC2CCCC2)cc1Br	-11	0.4	-1	-4	19	10	16	-3	3
CCOC(=O)Cc1csc(NC(=O)c2ccc(C)cc2)n1	-17	5.5	0	-3	2	-3	24	-9	-1
Cc1nnsc1NC(=O)OCCCl	1	0.3	2	-3	9	12	3	-6	-2
Cc1cc(C)c2c(CC(=O)O)coc2c1	-10	0.1	13	0	1	15	1	-15	-16
COc1ccc(NC(=O)C2(c3ccc(NC(=O)c4ccc(OC)cc4)cc3)CCCC2)cc1	4	1.6	8	-4	1	22	0	-4	-4
CC(=O)c1cccc(NC(=O)c2cc(S(=O)(=O)N3CCOCC3)cs2)c1	-8	2.4	10	-4	1	-6	-12	-8	-14
CC(=O)Nc1ccc(SCC(=O)NC(=O)c2ccccc2Br)cc1	4	0.3	2	-1	7	3	-4	-8	11
COC(=O)Nc1ccc(S(=O)(=O)N(C)C)cc1	-3	1.4	10	-5	1	23	14	-12	-5
COc1ccccc1N(CC(O)Cn1c(C)nc2ccccc21)S(=O)(=O)c1ccccc1 (stereo not given)	-18	0.9	-4	-8	4	-2	9	7	-4
CCOC(=O)N/N=C1\CC(C)S(=O)(=O)c2ccc(Cl)cc21 (stereo not given)	-9	0.4	3	-3	7	12	-24	-9	-6
N#CC1c2ccccc2C=CN1C(=O)c1ccccc1 (stereo not given)	-8	0.0	-10	-4	2	8	-10	-7	9
CCCCCNC(=O)c1cccc(S(=O)(=O)N2CC3(C)CC2CC(C)(C)C3)c1 (stereo not given)	-23	-0.8	-5	-6	-2	20	10	4	2
CCC(C)n1c(=O)c(C(=O)Nc2ccccc2S(N)(=O)=O)c(O)c2ccccc21 (stereo not given)	-3	-0.1	-6	0	11	-4	13	10	11
O=C1CN(C(=O)NCC(=O)N[C@@H](C(=O)O)c2ccccc2)c2ccccc2N1	-27	0.5	10	-3	0	15	0	-23	-9
Cc1ccc(Cn2c(C3CCCN3c3nc(C)cs3)nc3cc(C(=O)NCCCO)ccc32)cc1 (stereo not given)	-14	0.1	6	-2	5	14	10	-7	-4
COc1cccc(CN2CCNC(=O)C2CC(=O)N(C)C2CCOCC2)c1OC (stereo not given)	0	0.2	0	-3	2	-12	-18	6	4
CCCCN(C)CCN1C(=O)C2C(C(=O)Nc3cccc(OC)c3)C3C=CC2(O3)C1C(=O)NC1CCCCC1C (stereo not given)	-19	-0.7	-3	-2	1	-1	0	7	25
COc1ccc(NS(=O)(=O)c2ccc(OCC(=O)N3CCOCC3)cc2)cc1	2	3.1	-2	0	10	18	-6	4	3
O=[N+]([O-])c1ccc(SNc2ccccc2)c([N+](=O)[O-])c1	·	1.8	-14	-2	4	-3	31	-7	15
Cc1cccc(C(=O)NCC(=O)NCCSc2ccc(Br)cc2)c1	-14	0.5	2	-1	-2	-7	2	-3	-16
O=C(Cn1cnc2scc(-c3ccc(F)cc3)c2c1=O)N1CCOCC1	-14	0.5	5	-2	7	25	1	-10	-1
Cc1cc(Oc2ccc(-c3ccccc3)cc2)nc(N2CCOCC2)n1	-23	0.8	-1	-3	-4	5	16	-11	2
O=C1CCCN1c1ccc(C(=O)N(Cc2nnc(-c3ccc(Cl)cc3)o2)C2CC2)cc1	-24	0.5	2	-8	1	3	17	3	2
CCN(CC)CCN1c2ccccc2Sc2ccc3ccccc3c21	-9	7.0	-26	-9	12	-5	-1	-7	95*
CCOc1ccc(NC(=O)CN(C)C(=O)C2CSC3(C)CCC(=O)N23)cc1OCC (stereo not given)	-19	0.2	7	-2	6	13	0	-15	-11
COc1ccc([C@H]2CC(=O)C=C(c3ccc(OC(F)(F)F)cc3)C2)cc1OC	-15	1.8	-6	-5	7	-9	5	11	14
Cc1ccn2cc(-c3cccc(NS(C)(=O)=O)c3)nc2c1	-6	-0.1	-2	-9	5	-1	4	-8	1
COc1ccc(NC(=O)CCn2c(=S)[nH]c3ccccc3c2=O)cc1Cl	·	0.0	12	-1	2	19	2	-14	-26
CCOC(=O)c1c(NC(=S)Nc2cccnc2)sc(C)c1C	-18	0.7	7	-5	19	0	-18	-21	-12
CN(C)c1ccc(C(C(=O)NC2CCCC2)N(C(=O)c2csnn2)C2CC2)cc1 (stereo not given)	2	0.0	0	-4	-3	-21	-3	1	4
CC1(C(=O)NS(=O)(=O)c2ccc(C#N)cc2)CCN1C(=O)CC1CCCC1 (stereo not given)	·	-0.3	21	6	0	-10	-12	3	-30
O=C(NCCCCCCCN1CCCCCCC1)C(C1CCCCC1)C1CCCCC1	·	-0.7	-30	-9	10	-1	-11	-13	57*
COc1ccccc1OCCC(=O)OCC(=O)c1[nH]c(C)c(C(C)=O)c1C	-9	3.2	13	1	3	-5	-17	0	-13
COC(=O)c1ccc(C23CC4(C2)[C@H](CN(Cc2cccnc2)[C@@H]4c2ccccc2)C3c2ccc(Cl)nc2)cc1 (stereo not given in full)	-16	0.9	-4	-13	3	-14	35	1	2
CCn1c(SCC(=O)Nc2ccccc2)nnc1-c1cccs1	-19	0.6	10	0	0	-5	-8	3	-23
COc1ccccc1/C=C/C=N/n1c(-c2ccc(F)cc2)n[nH]c1=S	-5	0.9	13	0	0	14	-38	-9	-15
O=P1(O)C=C(c2ccccc2)OC(c2ccccc2)=C1	0	0.5	12	-3	11	18	-1	1	-27
CC(=O)Nc1ccc(-c2csc(NCc3ccco3)n2)cc1	3	-0.2	5	-2	1	5	12	-1	-9
C[C@@H]1CN([C@@H](C)CO)C(=O)c2cc(-c3ccncc3)cnc2O[C@H]1CN(C)C(=O)c1cccc(F)c1	·	0.2	4	-6	1	4	-8	2	-12
COc1ccc(C(=O)OCC(=O)N2CCc3ccccc32)cc1S(=O)(=O)N1CCOCC1	-11	-0.7	0	-6	5	12	-5	-6	3
Cc1ccc(S(=O)(=O)N2CCOCC2)cc1C(=O)NCc1cccnc1	4	0.3	-1	-7	16	-2	-10	-10	-2
c1nc(NCCN2CCOCC2)c2sc3nc(N4CCOCC4)c4c(c3c2n1)CCC4	-4	0.7	8	-6	6	11	-13	-6	-10
CCCCc1nnc(NC(=O)c2ccccc2OCc2c(C)noc2C)s1	-26	0.8	6	-2	1	12	-11	-14	-8
O=C1Nc2ccc(Br)cc2C1(O)Cc1ccccn1 (stereo not given)	-6	0.4	-3	-5	2	17	-7	-18	7
Cc1ccc(O)c(C2=Nc3ccccc3N=C(c3cccs3)C2)c1	-29	0.2	10	-6	1	10	-10	-9	-10
Cc1ccc(NC(=O)CSc2nnc(-c3cccnc3)n2-c2ccc(C)cc2)cc1	-11	0.0	0	-3	0	-1	-2	3	1
Cc1cccn2c(=O)c(/C=C(\C#N)C(N)=O)c(N3CCN(c4cccc(Cl)c4)CC3)nc12	·	1.1	1	-3	2	-18	-16	-11	4
CC(=O)c1cccc(NC(=O)c2cc(-c3ccc(C)cc3)on2)c1	-9	0.5	8	-2	6	14	10	-10	-5
Cc1ccc(NC(=O)CCN2CCN(C/C=C/c3ccccc3)CC2)cc1	-13	1.2	-2	-6	4	18	7	-21	1
CN(C(=S)NC(=O)c1ccccc1)c1c(N)n(Cc2ccccc2)c(=O)[nH]c1=O	-2	0.5	10	-1	5	4	2	-5	-12
O=C(NCCC(=O)N1CCC2(CC1)NCCc1[nH]cnc12)c1ccc(Br)cc1	5	0.7	4	-4	2	0	-33	-6	-4

Structures listed so far containing an aryl methoxy group, in the order listed:
SMILES	CHO parental Ca	M1 ag parental	M1 PAM	CHRM1 agonist	TAAR1 agonist	CHO-K1 Ca PAM	TAAR1 antag	CHO-K1 Ca antag	M1 antag
COc1ccc(C2c3c(ncn(CCCO)c3=N)Oc3ccc4ccccc4c32)cc1 (stereo not given)	-26	4.2	7	-3	4	4	-4	-7	-5
COc1ccc(S(=O)(=O)NC2CCCC2)cc1Br	-11	0.4	-1	-4	19	10	16	-3	3
COc1ccc(NC(=O)C2(c3ccc(NC(=O)c4ccc(OC)cc4)cc3)CCCC2)cc1	4	1.6	8	-4	1	22	0	-4	-4
COc1ccccc1N(CC(O)Cn1c(C)nc2ccccc21)S(=O)(=O)c1ccccc1 (stereo not given)	-18	0.9	-4	-8	4	-2	9	7	-4
COc1cccc(CN2CCNC(=O)C2CC(=O)N(C)C2CCOCC2)c1OC (stereo not given)	0	0.2	0	-3	2	-12	-18	6	4
CCCCN(C)CCN1C(=O)C2C(C(=O)Nc3cccc(OC)c3)C3C=CC2(O3)C1C(=O)NC1CCCCC1C (stereo not given)	-19	-0.7	-3	-2	1	-1	0	7	25
COc1ccc(NS(=O)(=O)c2ccc(OCC(=O)N3CCOCC3)cc2)cc1	2	3.1	-2	0	10	18	-6	4	3
COc1ccc([C@H]2CC(=O)C=C(c3ccc(OC(F)(F)F)cc3)C2)cc1OC	-15	1.8	-6	-5	7	-9	5	11	14
COc1ccc(NC(=O)CCn2c(=S)[nH]c3ccccc3c2=O)cc1Cl	·	0.0	12	-1	2	19	2	-14	-26
COc1ccccc1OCCC(=O)OCC(=O)c1[nH]c(C)c(C(C)=O)c1C	-9	3.2	13	1	3	-5	-17	0	-13
COc1ccccc1/C=C/C=N/n1c(-c2ccc(F)cc2)n[nH]c1=S	-5	0.9	13	0	0	14	-38	-9	-15
COc1ccc(C(=O)OCC(=O)N2CCc3ccccc32)cc1S(=O)(=O)N1CCOCC1	-11	-0.7	0	-6	5	12	-5	-6	3

High-throughput results: PubChem, The Scripps Research Institute Molecular Screening Center
